# SIAE inh: human SIAE inhibition, primary screen; SIAE FP-Rh probe binding, fluorescence polarization; inhibition, % at 9.66 µM; 370,000 tested, 0.69% active;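 active means inhibition above a cutoff: mean of compounds within the control limits plus 3 SD of those, cut at about 17% in these data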;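 further: 0% = plate median of compound wells and 100% = probe without SIAE protein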
# MBD2 DNA inh: blocks human MBD2 binding to methylated DNA. TR-FRET, MBD2 binding to methylated oligonucleotide. 370,000 tested, 0.31% active. inhibition, % at 4.4 µM; in the data active means inhibition above about 13%
# rCAG binder: molecules binding r(CAG) RNA repeats; r(CAG) RNA repeat, TO-PRO-1 dye displacement fluorescence; inhibition, % at 3 µM; 370,000 tested, 1.3% active;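 active means inhibition above the plate cutoff, the mean of all test compounds on that plate plus 3 SD, cut at about 35% in these data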;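 further: 0% = DMSO alone and 100% = 100 µM mitoxantrone as full dye displacement; higher means more dye released from RNA so lower well fluorescence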
# UHRF1 MBD2 ctr: UHRF1 methyl-DNA binding inhibition. AID 687016. 370,000 tested, 0.75% active. UHRF1 binding to methylated oligo, TR-FRET. inhibition, % at 4.4 µM. Q96T88; in the data active means inhibition above about 21%;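 further: UHRF1 SRA domain binding a hemimethylated CpG hairpin DNA probe; 0% = median of test compound wells and 100% = reference inhibitor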
# ABHD4 inh: inhibits mouse alpha/beta hydrolase domain 4. purified mABHD4, FP-Rh probe fluorescence polarization. Q8VD66. inhibition, % at 8.92 µM. AID 720543. 370,000 tested, 0.54% active;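 active means inhibition exceeding the mean over every tested compound plus 3 SD, cut at about 30% in these data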;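 further: 0% = plate median of compound wells and 100% = S159A mutant with DMSO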
#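 Test system: mABHD4 protein; Read-out basis: % inhibition; Incubation: 45 min + 60 min at 25 °C; Repeats: single replicate; Technique: fluorescence polarization with parallel and perpendicular emission, 525/598 nm; Compound: 8.92 µM, single dose; Benchmarks: full inhibition S159A mutant plus DMSO, zero as sample-well median.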
# HTRA1 inh: HTRA1 (human) protease inhibition; Q92743; recombinant HTRA1, FP-rhodamine activity-based probe, fluorescence polarization; inhibition, % at 5.96 µM; 340,000 tested, 0.5% active; AID 504803; in the data active means inhibition above about 36%;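 further: 0% = enzyme with DMSO and 100% = wells lacking enzyme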
# PRMT1 inh: inhibitors of human PRMT1. 370,000 tested, 1.3% active. Q99873. recombinant PRMT1, activity-based probe fluorescence polarization. inhibition, % at 2.79 µM;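 active means inhibition above about 21% made by adding two undisclosed values, limit read from the data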
# TCR CD3 inh: blocks the human TCR-CD3 interaction. TAMRA-labeled TCR probe fluorescence, biochemical. inhibition, % at 9.4 µM. 360,000 tested, 0.37% active. AID 651800; in the data active means inhibition above about 19%;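 further: recombinant mutant TCR 2C K166C tagged with TAMRA read by polarization; 0% = receptor in buffer alone and 100% = receptor with positive control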
# NPR2 activator: GC-B (human) receptor activation; 370,000 tested, 0.11% active; AID 1920062; HEK293-GC-B cells, CNP EC30, cGMP TR-FRET; 0% at EC30 CNP, 100% saturating CNP; activation, % at 10 µM;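 active means activation at 10 µM reaching about 35% in either raw or pattern-adjusted values, limit read from the data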
# Target sequence (P20594 whole entry, looked up): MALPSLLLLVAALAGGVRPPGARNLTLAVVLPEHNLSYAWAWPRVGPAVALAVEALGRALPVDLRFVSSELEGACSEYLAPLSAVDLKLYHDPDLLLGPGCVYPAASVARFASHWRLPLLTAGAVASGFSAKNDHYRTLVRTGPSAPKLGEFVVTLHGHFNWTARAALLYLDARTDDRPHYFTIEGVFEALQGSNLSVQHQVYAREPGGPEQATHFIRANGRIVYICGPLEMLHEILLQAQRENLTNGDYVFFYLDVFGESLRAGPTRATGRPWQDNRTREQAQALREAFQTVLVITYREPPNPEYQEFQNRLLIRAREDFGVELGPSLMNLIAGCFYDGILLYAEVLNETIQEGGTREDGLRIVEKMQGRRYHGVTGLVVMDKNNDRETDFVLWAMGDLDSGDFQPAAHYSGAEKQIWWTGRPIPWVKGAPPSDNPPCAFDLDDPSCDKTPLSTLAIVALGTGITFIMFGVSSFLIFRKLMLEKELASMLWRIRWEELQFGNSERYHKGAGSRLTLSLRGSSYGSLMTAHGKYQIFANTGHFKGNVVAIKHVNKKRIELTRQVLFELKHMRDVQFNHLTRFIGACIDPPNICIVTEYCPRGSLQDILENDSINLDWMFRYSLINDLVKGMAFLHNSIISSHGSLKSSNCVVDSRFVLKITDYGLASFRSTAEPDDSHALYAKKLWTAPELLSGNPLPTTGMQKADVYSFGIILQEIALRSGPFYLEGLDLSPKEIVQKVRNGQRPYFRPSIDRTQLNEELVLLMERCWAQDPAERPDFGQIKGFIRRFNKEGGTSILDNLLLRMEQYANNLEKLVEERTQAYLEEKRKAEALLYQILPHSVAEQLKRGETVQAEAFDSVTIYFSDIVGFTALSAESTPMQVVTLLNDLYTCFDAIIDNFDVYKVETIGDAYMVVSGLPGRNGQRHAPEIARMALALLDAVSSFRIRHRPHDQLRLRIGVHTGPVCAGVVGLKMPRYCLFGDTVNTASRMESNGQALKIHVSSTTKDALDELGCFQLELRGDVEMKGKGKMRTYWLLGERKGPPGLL
# NPR1 activator: GC-A (human) enzyme activation; P16066; HEK293 GC-A cells, cGMP TR-FRET, EC30 ANP; 0% at EC30 ANP, 100% saturating ANP; activation, % at 10 µM; 370,000 tested, 0.14% active; in the data active means activation above about 40%
# An asterisk follows results filed as active; · = not tested or not shown.
SMILES,SIAE inh,MBD2 DNA inh,rCAG binder,UHRF1 MBD2 ctr,ABHD4 inh,HTRA1 inh,PRMT1 inh,TCR CD3 inh,NPR2 activator,NPR1 activator
COc1ccc(OC)c(/C=C/C(=O)OCC(=O)Nc2ccc3c(c2)OCCO3)c1,-2,-7,8,-2,-11,0,-4,10,-2,3
CC(C)Sc1nc(SCC(=O)O)c2c3c(sc2n1)COC(C)(C)C3,3,0,14,-1,3,4,2,-9,3,1
Cc1ccc(C(=O)C2CC2)cc1C,-2,3,2,0,-5,-2,1,-1,-1,1
CCCc1[nH]nc2c1C(C1CCCCC1)C(C#N)=C(N)O2 (stereo not given),9,7,1,4,-9,-9,5,-6,-3,-6
O=C(Nc1ccc(Cl)c(C(F)(F)F)c1)N1CCCC(O)C1 (stereo not given),1,-6,1,0,1,3,0,11,2,-7
CC(=O)Nc1ccc(NC(=O)N2CCCCC2)cc1,1,-5,2,7,-7,1,2,-3,6,-3
COc1ccc(C(=O)NCC(=O)OCC(=O)NC2CCCCCC2)cc1OC,-4,0,2,13,-2,10,2,-2,-4,-3
O=C(C[C@H]1C/C=C\CC[C@H](Cc2ccc(F)cc2)C(=O)OCCNC1=O)NCCO,-1,0,0,1,3,-1,2,0,-2,-1
CC(C)OCCCNc1nc2c(cnn2C)c(=O)[nH]1,-4,-1,1,2,0,13,-2,7,2,2
COc1ccccc1N1CC(C)(C)C(=O)N(C(=O)c2ccc(Cl)cc2)C1=S,-3,3,-3,5,-2,-2,1,-4,5,6
O=C(COC(=O)/C=C/c1ccc(F)cc1)Nc1cccc(S(=O)(=O)N2CCCC2)c1,-18,4,15,3,-18,-25,3,2,1,-3
COc1ccc(NC(=O)CN2C(=O)c3ccccc3Sc3ccc(C(=O)N4CCOCC4)cc32)c(OC)c1,-7,-6,5,0,-7,-2,1,-8,0,0

# The list goes on; the last 4 above are carried over.
SMILES,SIAE inh,MBD2 DNA inh,rCAG binder,UHRF1 MBD2 ctr,ABHD4 inh,HTRA1 inh,PRMT1 inh,TCR CD3 inh,NPR2 activator,NPR1 activator
CC(C)OCCCNc1nc2c(cnn2C)c(=O)[nH]1,-4,-1,1,2,0,13,-2,7,2,2
COc1ccccc1N1CC(C)(C)C(=O)N(C(=O)c2ccc(Cl)cc2)C1=S,-3,3,-3,5,-2,-2,1,-4,5,6
O=C(COC(=O)/C=C/c1ccc(F)cc1)Nc1cccc(S(=O)(=O)N2CCCC2)c1,-18,4,15,3,-18,-25,3,2,1,-3
COc1ccc(NC(=O)CN2C(=O)c3ccccc3Sc3ccc(C(=O)N4CCOCC4)cc32)c(OC)c1,-7,-6,5,0,-7,-2,1,-8,0,0
COc1ccccc1NS(=O)(=O)c1cc(NC(=O)c2ccccc2[N+](=O)[O-])ccc1N1CCOCC1,-23,-5,17,-2,-11,-26,3,3,0,-5
CCN(CC)S(=O)(=O)c1cc(C)ccc1NC(=S)Nc1cccnc1,-8,-1,3,-1,-12,-8,-2,2,0,0
CCn1c(=O)c([N+](=O)[O-])c(NCCCn2ccnc2)c2ccccc21,0,-1,-2,-2,3,6,-2,-3,-7,0
CCOC(=O)C1CCN(c2ccc([N+](=O)[O-])cc2S(=O)(=O)N2CCOCC2)CC1,4,-6,0,-1,-1,4,3,2,2,0
CCCC(=O)N(c1ccc(C(=O)O)cc1)c1nc(-c2ccccc2)c(C)s1,-4,13,8,41*,-4,-10,3,8,2,0
COc1ccccc1C(=O)NCCOc1ccc(C)c(C)c1,12,-2,-1,7,-6,-4,1,-3,-2,1
O=C(c1ccc([N+](=O)[O-])cc1)N(Cc1cccs1)C1CCS(=O)(=O)C1 (stereo not given),-4,3,-4,1,-2,1,0,1,3,2
Cc1ccc(NC(=O)N2CCCC(c3nc(-c4ccc(F)cc4)no3)C2)cc1 (stereo not given),-3,0,-6,4,10,-17,2,1,-2,0
Cc1ccc(N2CC(C(=O)N3CCCCC3)CC2=O)cc1C (stereo not given),-10,-3,-4,-1,-1,5,-3,4,0,1
COc1ccc(-c2nnn(CC(=O)OC3CCCCC3)n2)cc1OC,0,-7,-2,1,1,-12,2,2,2,11
Cc1cc(/C=C2/NC(=O)NC2=O)c(C)n1-c1cccnc1,7,-7,1,-1,3,6,-2,-2,1,1
COc1ccc(C2c3ccc(O)cc3Oc3ncn4nc(-c5ccncc5)nc4c32)cc1OC (stereo not given),-51,3,6,-1,1,-9,2,5,-6,-10

# Two of these compounds, reformatted.
# Values run as follows: SIAE inh, MBD2 DNA inh, rCAG binder, UHRF1 MBD2 ctr, ABHD4 inh, HTRA1 inh, PRMT1 inh, TCR CD3 inh, NPR2 activator, NPR1 activator
- CCOC(=O)C1CCN(c2ccc([N+](=O)[O-])cc2S(=O)(=O)N2CCOCC2)CC1
→ 4, -6, 0, -1, -1, 4, 3, 2, 2, 0
- COc1ccccc1C(=O)NCCOc1ccc(C)c(C)c1
→ 12, -2, -1, 7, -6, -4, 1, -3, -2, 1

# (more compounds)
SMILES,SIAE inh,MBD2 DNA inh,rCAG binder,UHRF1 MBD2 ctr,ABHD4 inh,HTRA1 inh,PRMT1 inh,TCR CD3 inh,NPR2 activator,NPR1 activator
O=C(CSc1n[nH]c(-c2ccccc2)n1)N1CCCC1,0,4,-3,1,-2,-1,3,7,1,4
COc1cc(S(=O)(=O)N2CCCCC2)ccc1NC(=O)c1ccc(F)cc1,4,1,1,4,2,-2,1,-2,-1,1
Cc1ccc(NC(=O)CSc2nnnn2-c2ccc3c(c2)OCO3)cc1C,-21,-2,3,6,-7,1,-3,0,0,2
O=C(Nc1ccc(F)cc1)C1CCN(S(=O)(=O)c2cccs2)CC1,-1,3,0,2,1,-3,6,-4,-2,5
CCN(CC)S(=O)(=O)c1cc(C(=O)Nc2cccnc2Cl)ccc1Cl,-4,3,-2,1,4,-6,0,10,-6,0
CN(CC(=O)Nc1ccccc1Cl)C(=O)c1ccccc1Sc1ccccc1C#N,-9,-6,-1,1,-6,-2,-3,1,1,-4
CC(NS(=O)(=O)c1ccc(Br)cc1)c1ccccc1 (stereo not given),-8,-2,-4,1,-3,7,1,0,1,1
C=CC[C@@H](CC(=O)N[C@H](CO)Cc1ccccc1)C(=O)N[C@H](COC(=O)[C@@H](CC=C)CC(=O)OC(C)(C)C)Cc1ccccc1,-3,0,4,5,-6,-26,4,-5,-8,-5
CSc1cccc(NC(=O)CN2C(=O)COc3ccc(S(=O)(=O)N4CCOCC4)cc32)c1,4,-3,4,-1,5,-1,-1,1,1,1
CC(=O)Nc1ccc(SCC(=O)N(CCC#N)c2ccc(C)cc2)cc1,-8,4,0,7,-6,-8,39*,-10,-1,1
COc1cc(OC)c(C2C(C(=O)O)c3ccccc3C(=O)N2C)cc1OC (stereo not given),1,0,-2,0,0,3,0,-1,0,5
Cn1c(C(=O)N[C@@H](Cc2ccccc2)C(=O)O)cc2cc(F)ccc21,1,-4,9,1,-2,2,-5,2,4,2

# Part of the list above, limited to UHRF1 MBD2 ctr and TCR CD3 inh:
mol	UHRF1 MBD2 ctr	TCR CD3 inh
C=CC[C@@H](CC(=O)N[C@H](CO)Cc1ccccc1)C(=O)N[C@H](COC(=O)[C@@H](CC=C)CC(=O)OC(C)(C)C)Cc1ccccc1	5	-5
CSc1cccc(NC(=O)CN2C(=O)COc3ccc(S(=O)(=O)N4CCOCC4)cc32)c1	-1	1
CC(=O)Nc1ccc(SCC(=O)N(CCC#N)c2ccc(C)cc2)cc1	7	-10
COc1cc(OC)c(C2C(C(=O)O)c3ccccc3C(=O)N2C)cc1OC (stereo not given)	0	-1

# Copied from the list.
# Result for O=C(Nc1ccc(F)cc1)C1CCN(S(=O)(=O)c2cccs2)CC1 under SIAE inh: -1
# Result for O=C(CSc1n[nH]c(-c2ccccc2)n1)N1CCCC1 under rCAG binder: -3
# Result for CC(NS(=O)(=O)c1ccc(Br)cc1)c1ccccc1 (stereo not given) under MBD2 DNA inh: -2
# Result for CCN(CC)S(=O)(=O)c1cc(C(=O)Nc2cccnc2Cl)ccc1Cl under PRMT1 inh: 0
# Result for CC(=O)Nc1ccc(SCC(=O)N(CCC#N)c2ccc(C)cc2)cc1 under NPR1 activator: 1
# Result for CN(CC(=O)Nc1ccccc1Cl)C(=O)c1ccccc1Sc1ccccc1C#N under MBD2 DNA inh: -6

# Remaining list, next part.
SMILES,SIAE inh,MBD2 DNA inh,rCAG binder,UHRF1 MBD2 ctr,ABHD4 inh,HTRA1 inh,PRMT1 inh,TCR CD3 inh,NPR2 activator,NPR1 activator
CCCCCC1CC(COc2ccccc2)OC1=O (stereo not given),-2,-4,-8,-1,0,0,-2,5,4,5
COc1ccc2[nH]c(=S)[nH]c2c1,4,-5,-4,2,6,3,0,2,4,2
COc1cccc(C2CC(C(F)(F)F)n3nc(C(=O)Nc4c(C)n(C)n(-c5ccccc5)c4=O)cc3N2)c1 (stereo not given),8,2,-11,2,-1,-2,-1,-7,3,3
CC1Cc2[nH][nH]c(=O)c2C(C2CC2)O1 (stereo not given),4,-2,1,-8,-2,·,0,2,0,-1
COC(=O)c1ccncc1N,1,4,-1,-1,1,3,-2,1,·,·
CCN(CC)C(=O)Oc1ccc(Br)cc1C(=O)Nc1ccc(F)c(Cl)c1,-4,-4,1,0,3,0,3,-4,-5,-6
COc1ccc(C(=O)c2ccc(CC(=O)O)s2)cc1,8,-7,7,-2,-7,2,0,-2,-7,4
CSc1ccccc1OCc1cc(C(=O)N2CCN3CCCC3C2)no1 (stereo not given),-5,4,-4,-1,1,-2,-1,-1,4,0
O=C(NCc1ccco1)c1ccccc1NS(=O)(=O)c1ccc2c(c1)OCCO2,-13,5,26,-1,-2,-1,2,-4,3,-2
Cc1ccsc1C(=O)OCC(=O)NC1CC1,5,-7,-2,1,4,-6,-1,-6,-3,2
CCNc1nc(NCC)nc(NC(N)=S)n1,3,1,-5,2,-2,-3,-1,-1,0,-5
O=C(Cc1csc(-c2cccc(F)c2)n1)Nc1cccc(S(=O)(=O)NC2=NCCC2)c1,1,3,5,-2,-2,-4,-1,-4,-3,5
O=C(NCCCN1CCCC1=O)C(=O)NCC1OCCCN1S(=O)(=O)c1cc(F)ccc1F (stereo not given),-2,-4,-1,-3,-3,11,-1,4,2,3
COc1cccc(NC(=O)NCCC2=CCCCC2)c1,-1,-2,1,0,-6,-10,2,4,0,1
CCN1CCN(C(=O)N2CCOCC2)CC1,0,-2,2,-1,-6,5,2,7,0,-9
COc1ccc(NC(=S)Nc2ccc3c(c2)c(=O)n(C)n3-c2ccccc2)cc1,4,1,5,-1,6,·,0,4,-1,2
O=C(Cn1cnc2c(cnn2-c2ccc(Cl)cc2)c1=O)NC1CCCCC1,-1,4,-1,1,0,-1,1,-2,-1,5
CCOC(=O)c1cc(NC(=O)N(CC)CC)c(C)nc1C,-5,2,-2,0,2,-1,-2,3,3,2
CCc1ccc(CCC(=O)Nc2nnc(C)s2)o1,-1,-3,5,10,2,5,2,6,1,1
COCCCNC(=S)NNC(=O)c1ccccn1,3,-2,-2,-1,39*,2,-3,0,-3,0
Cc1cc(C)n(CCN(C)C(=O)C2CCC(=O)N(CCN3CCOCC3)C2)n1 (stereo not given),-1,1,-3,1,3,4,-5,3,1,-1
O=C(NCCc1ccccc1)C1CCCN(c2ncnc3c2nc2n3CCCCC2)C1 (stereo not given),9,-9,-3,-1,3,-12,-3,4,4,0

# Compound activity from PubChem BioAssay.

# This is a subset. The share of hits here may be higher or lower than overall.
